GALK inhibitor – blocks human galactokinase activity; P51570; Purified GALK, Kinase-Glo residual ATP luminescence; Potency, µM (highest dose often 57.5 µM), without a hit: at the top dose activity change, negative = inhibition, usual class: inhibitors; 0.007% of 270,000 active; also: potency is read from the fitted curve at half-maximal effect; % is scaled to controls: 0 for no effect and ±100 for the full control effect
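5 nM enzyme, 35 uM ATP, 100 uM galactose, 20 mM HEPES pH8.0, 5 mM MgCl2; 1 h RT; residual ATP by Kinase-Glo Plus luminescence, qHTS format.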
Coupling enz – inhibits coupling enzyme system, counter-screen for aldolase hits. activity change, negative = inhibition, % at 58.2 µM, hits read low. coupling enzyme system counterscreen, AmpLite Red fluorescence. 0.67% of 290,000 active; in the data active = activity change below about -30%; also: % is scaled to controls: 0 for no effect and ±100 for the full control effect
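Coupling enzymes only (glyceraldehyde-3-phosphate) + compound, at 57.5 uM final, 10 min RT; add substrate/coupling/AmpLite Red mix, 20 min RT; fluorescence ex 525/em 598 nm. Actives flag coupling-system interference.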
AT treatment – potential ataxia-telangiectasia treatments restoring KAP-1 phosphorylation; […] A-T fibroblasts, KAP-1 phosphorylation AlphaLISA; neocarzinostatin DNA damage 30 min before lysis; Potency, µM (highest dose often 57.5 µM), without a hit: top-dose activation, most hits filed as activators; AID 485349; 0.19% of 320,000 active; also: potency is read from the fitted curve at half-maximal effect; % of control where 0% means no effect; nearly all actives have a fitted effect of over 45% in size
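ATM-like activity read as KAP-1 phosphorylation via AlphaLISA donor/acceptor antibody pairs after lysis and 6 hr at 25C. Cells were ATM-null patient fibroblasts ([…], hTERT), dosed 60 min, then exposed to the DSB inducer NCS for 30 min.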
TRPV1 agonist – human TRPV1 agonism | Q8NER1 | TRPV1-expressing cells, Fluo-8 calcium influx, agonist mode | activation, % at 8.33 µM | 0.19% of 320,000 active; in the data active = activation above about 80%; inconclusive = between about 30% and that limit; also: 0% is about no effect
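Cells expressing TRPV1 were dye-loaded with Fluo-8 and read kinetically: 10 s baseline, 3 min after compound (agonist portion), then 2 min after EC20 capsaicin (allosteric enhancer portion). Calcium-bound dye fluorescence at 480/520 nm.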
ASM inhibitor – inhibitors of human secretory acid sphingomyelinase | P17405 | placental ASM, HMU-PC fluorogenic substrate, 60 min | Potency, µM (titrated, usually from 57.5 µM), inactives show top-dose activity change, negative = inhibition, usual class: inhibitors | 0.006% of 340,000 active; also: potency is read from the fitted curve at half-maximal effect
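qHTS format. ASM enzyme prepared from human placenta hydrolyses the fluorogenic substrate HMU-PC0 (9 uM final) over 60 min at 37 °C after a 10 min compound preincubation.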
KCNH2 WT inh – inhibitors of human wildtype KCNH2 potassium channel. activity change, % at 1.84 µM. U2OS, BacMam KCNH2, thallium flux FluxOr; stronger effect = lower value. 0.37% of 340,000 active. Q12809;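 active = maximum activity change below -70%; inconclusive = maximum activity change between -70% and -50%; inactive = maximum activity change above -50%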; also: % is scaled to controls: 0 for no effect and ±100 for the full control effect
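U2OS cells transduced with wild-type KCNH2 virus are loaded with FluxOr dye for 45 min, and thallium flux is measured in kinetic reads before and after stimulation buffer. Rate constants are normalized to DMSO controls.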
MBNL1 CUG block – inhibitors of human MBNL1 binding to CUG repeat RNA; TR-FRET MBNL1-His/biotin-(CUG)12 binding, 665/545 ratio; Potency, µM (top dose mostly 57.5 µM), for the others: top-dose activity change, negative = inhibition, hits mostly inhibitors; 0.036% of 280,000 active; active = well fitted inhibition curve with a large enough effect in the signal ratio, with a control signal flat, not every such curve was filed as active; inconclusive = small, poorly fitted or top-dose-only effect, or effect the other way, or a change in a side signal; inactive = no such curve, though single readings can be large or run the other way; the % refers to the signal ratio; also: potency is read from the fitted curve at half-maximal effect; % is scaled to controls: 0 for no effect and ±100 for the full control effect
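Inhibition of protein-RNA binding appears as loss of TR-FRET between terbium anti-His antibody on MBNL1-His and streptavidin-XL665 on biotin-(CUG)12. Activity is normalized to buffer-only and uninhibited-complex controls.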
Integrin act MD – activators of alpha7 integrin expression for muscular dystrophy | alpha7betagal myoblasts, beta-gal FDG fluorescence, 48 h | Potency, µM (doses to about 38.3 µM), without a hit: top-dose activation, actives largely listed as activators | 0.064% of 350,000 active | AID 624291;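 also: potency is read from the fitted curve at half-maximal effect; 100% = response of the positive control SU9516; nearly all actives have a fitted effect of over 60% in size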
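Alpha7betagal+/- myoblasts (passage 13) were plated 16-24 hr, then exposed to compounds (1:260 dilution of DMSO stock) for 48 hours at 37C. After MPER lysis, β-galactosidase reporter activity was read as FDG fluorescence (ex 480/em 540) after 30 minutes.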
CXXC DNA block – inhibitors of human MLL CXXC domain-DNA interaction; Potency, µM (doses to about 115 µM), for inactives: at the highest dose activity change, negative = inhibition, most hits filed as inhibitors; AID 2662; 0.037% of 290,000 active; MLL-CXXC / FITC-HOXA9 DNA fluorescence polarization; active = well fitted inhibition curve with a large enough effect in the polarisation, with a control signal flat, not every such curve was filed as active; inconclusive = small, poorly fitted or top-dose-only effect, or effect the other way, or a change in a side signal; inactive = no such curve, though single readings can be large or run the other way; the % refers to the polarisation; also: potency is read from the fitted curve at half-maximal effect
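Fluorescence polarization: 7 uM MLL-CXXC (stock) preincubated 5 min with compounds, then 50 nM fluorescein-HOX-A9 DNA (stock) added; 30 min ambient. Buffer 50 mM Tris-HCl pH 7.5, 50 mM NaCl, 1 mM DTT, 0.05% BSA.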
KCNH2 3.1 inh – inhibitors of human KCNH2 3.1 potassium channel isoform. U2OS KCNH2 3.1, thallium flux FluxOr; stronger effect = lower value. activity change, % (tested at about 1.8 µM). 0.95% of 340,000 active. AID 720553;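 active = maximum activity change below -70%; inconclusive = maximum activity change from -70% to -50%; inactive = maximum activity change above -50%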;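 also: thallium influx rate constant from kinetic fluorescence after stimulation buffer; % is scaled to controls: 0 for no effect and ±100 for the full control effect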
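We transduce U2OS cells with the mutant 3.1 virus, culture them overnight, load FluxOr with Red40 quencher for 45 min, then add stimulation buffer and read kinetically for 2 min to derive a normalized rate constant.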
* marks the source's active call; other numbers are inactive results; ? = inconclusive; nt = not tested or not shown; [ ] = another dose, or the depositor's remark. Unless noted, calls follow the shape of the dose curve; as a rule, active = well fitted curve in the direction sought with a large enough effect; inconclusive = small, poorly fitted or top-dose-only effect, or another doubt; inactive = no such curve, though single readings can be large; an effect the other way counts as inactive or inconclusive.

SMILES	GALK inhibitor	Coupling enz	AT treatment	TRPV1 agonist	ASM inhibitor	KCNH2 WT inh	MBNL1 CUG block	Integrin act MD	CXXC DNA block	KCNH2 3.1 inh
O=C1CCc2cc(S(=O)(=O)NC3CCCCC3)ccc2N1	nt	nt	1%	0	2%	-1	nt	4%	nt	-8
CCOc1ccc(N(CC(=O)NCc2ccco2)C(=O)CCC(=O)Nc2nccs2)cc1	0%	0	-2%	3	-15%	24	3%	-4%	6%	4
Cc1cc(C)n(-c2ccc(C(=O)NCC(c3ccco3)N3CCCC3)cc2)n1 (configuration not stated)	nt	nt	-11%	-5	7%	5	nt	-3%	nt	-1
COc1cccc(C(C)N(C)Cc2nc(-c3ccoc3)oc2C)c1 (configuration not stated)	1%	4	2%	-1	-2%	1	-7%	26%	-7%	-2
O=C(Nc1ccc(Cl)cc1)c1cnc(-c2ccccc2)nc1-c1ccccc1	-3%	-1	-12%	4	-5%	23	11%	-24%	10%	-15
O=c1[nH]c(=O)n(Cc2ccccc2)c2nc(-c3ccc(C(F)(F)F)cc3)n(CCO)c12	-1%	4	3%	0	97%[activator]	-2	3%	11%	12%	-18
Cc1cccc(CNC(=O)CCc2nnc(C3CCCCC3)o2)c1	1%	0	6%	0	1%	12	-10%	14%	-1%	7
O=c1ccc(-c2ccc(S(=O)(=O)NCC3CCN(Cc4ccccc4F)CC3)s2)n[nH]1	-5%	nt	nt	0	-2%	-6	?	?	11%	2
Cc1ccc2nc(NC(=O)CC3Oc4ccccc4NC3=O)sc2c1 (configuration not stated)	-2%	0	-6%	-2	-5%	-7	2%	17%	6%	14
O=C(OCc1nnc(-c2ccccc2)o1)c1ccccc1	12%	0	-1%	6	0%	-21	-2%	-11%	6%	-8
CCS(=O)(=O)N1CCN(c2ccc([N+](=O)[O-])c(NC(C)c3ccccc3)c2)CC1 (configuration not stated)	-1%	-14	-5%	?	-27%	-1	-1%	9%	8%	-19
CCC1CN(C(=O)NCc2ccc(C)cc2)c2cc(C)ccc2O1 (configuration not stated)	5%	1	3%	?	-2%	-6	-4%	0%	-6%	8
CCC(=O)Nc1cc(C(C)C)c(O)cc1C	0%	1	nt	-3	1%	-24	7%	-1%	6%	-11
COCCN(Cc1ccco1)C(=O)C1CCCN(c2ncnc3c2nc2n3CCCCC2)C1 (configuration not stated)	-8%	nt	-6%	?	4%	5	1%	-33%[inhibitor]	2%	13
C/C(=N\NC(=O)CCc1ccc(S(=O)(=O)N2CCOCC2)cc1)c1ccccc1Cl	-1%	-1	20%	-2	3%	-10	-5%	-22%	5%	-1
c1ccc(N2CCN(c3ncnc4c3oc3ccccc34)CC2)cc1	1%	-1	-20%	?	-10%	-7	5%	32%	-1%	-40
Brc1cccc(OCCn2ccnc2)c1	2%	1	2%	13	-1%	2	-1%	1%	1%	5
Cc1cc(Cl)ccc1NC(=S)Nc1cccnc1	-3%	-1	2%	-1	3%	-1	-4%	17%	2%	8
CC1CCN(CCCCOc2ccc(F)cc2)CC1	nt	1	11%	2	1%	58	-1%	-35%	14%	-2
CC(=O)NCCNC(=O)c1ccc(NC2=NC3CS(=O)(=O)CC3S2)cc1 (configuration not stated)	-2%	2	-10%	2	1%	-20	-9%	-12%	-4%	-4
O=C(CSc1nnc(Cc2ccccc2)o1)N1CCc2ccccc21	-1%	-1	7%	27	-3%	-21	-2%	-5%	-1%	1
COc1ccccc1N1CCN(C(=O)/C=C/c2ccccc2)CC1	-4%	1	1%	7	-3%	-2	4%	1%	-1%	-2
O=c1[nH]nc(CNc2ccc(C(F)(F)F)cc2)c2ccccc12	5%	1	6%	4	-15%	-8	-1%	5%	-4%	-2
CCOc1ccc(N(CC(=O)NCc2ccccc2C)S(C)(=O)=O)cc1	7%	4	0%	-1	11%	8	-2%	-4%	-4%	4
O=C(CSc1nnc(CNC(=O)c2cccs2)o1)NCCc1ccccc1	-1%	2	-6%	-1	0%	-2	?	10%	-1%	-6
COc1cccc(-n2c(Cc3cc(=O)[nH]c(=O)[nH]3)nnc2SCC(=O)N2CCCC2)c1	2%	1	-2%	0	11%	-22	2%	43%	0%	9
CC(C)c1c(O)nc(SCCN(C)C)[nH]c1=O	0%	1	3%	1	3%	7	4%	-15%	0%	9
O=C(CSc1ncccc1-c1nc2ccccc2[nH]1)N1CCCCC1	6%	0	4%	4	17%	1	-12%	-12%[7.66 µM]	1%	-2
CC(=O)c1ccc(NS(=O)(=O)c2cc(-c3cnc(C4CC4)o3)ccc2C)cc1	-7%	nt	9%	-1	-13%	-6	-7%	-23%	-18%	4
Cc1ccc(C2C=C(c3ccccc3)Nc3nc(N4C(=O)CCC4=O)nn32)cc1 (configuration not stated)	3%	1	-3%	3	81%[activator]	5	22%	4%	?	11
Cc1ccc(C)c(OCCn2ccnc2)c1	4%	-3	-19%	-7	-2%	-3	-21%	5%	-4%	2
COc1c(Cl)ccc(Cl)c1C(=O)OCC(=O)O	6%	8	-4%	0	6%	1	0%	-16%	-3%	-2
CCOC(=O)c1c(N)sc(C(=O)Nc2ccc3c(c2)OCO3)c1C	3%	-11	nt	26	-7%	-8	2%	3%	-3%	-12
Cc1ccc2nc(-c3ccncc3)cc(C(=O)Nc3ccc4c(c3)OCCO4)c2c1	0%	6	-4%	-2	5%	-13	17%	-24%	-11%	7
CC1CCC(NC(=S)NCCN(C)C)CC1 (configuration not stated)	0%	2	0%	-1	4%	3	-6%	0%	3%	-27
COc1ccc(N(CC(=O)N2CCN(Cc3ccc4c(c3)OCO4)CC2)S(=O)(=O)c2ccc(F)cc2)cc1	5%	1	4%	0	-1%	-44	-1%	23%	2%	-86*
CCCCCc1ccc(-c2cn(Cc3ccc(C(=O)c4ccccc4)cc3)nn2)cc1	nt	3	-1%	4	-3%	-6	4%	1%	14%	8
Cn1c(=O)cc(SCC(=O)N2CCCC2)c2ccccc21	-3%	3	2%	2	0%	3	-6%	1%	-2%	8
O=C(CCS(=O)(=O)c1cccc2nsnc12)NC1CCCCCC1	nt	0	7%	2	1%	-2	?	-12%	-4%	1
Cc1noc(C)c1S(=O)(=O)N1CCC(C(=O)NCCCN2CC(C)CC(C)C2)CC1 (configuration not stated)	5%	-21	-3%	3	-3%	0	-9%	-2%	7%	10

Entries above with two or more sulfur atoms:
SMILES	GALK inhibitor	Coupling enz	AT treatment	TRPV1 agonist	ASM inhibitor	KCNH2 WT inh	MBNL1 CUG block	Integrin act MD	CXXC DNA block	KCNH2 3.1 inh
O=c1ccc(-c2ccc(S(=O)(=O)NCC3CCN(Cc4ccccc4F)CC3)s2)n[nH]1	-5%	nt	nt	0	-2%	-6	?	?	11%	2
CC(=O)NCCNC(=O)c1ccc(NC2=NC3CS(=O)(=O)CC3S2)cc1 (configuration not stated)	-2%	2	-10%	2	1%	-20	-9%	-12%	-4%	-4
O=C(CSc1nnc(CNC(=O)c2cccs2)o1)NCCc1ccccc1	-1%	2	-6%	-1	0%	-2	?	10%	-1%	-6
O=C(CCS(=O)(=O)c1cccc2nsnc12)NC1CCCCCC1	nt	0	7%	2	1%	-2	?	-12%	-4%	1

Later entries
SMILES	GALK inhibitor	Coupling enz	AT treatment	TRPV1 agonist	ASM inhibitor	KCNH2 WT inh	MBNL1 CUG block	Integrin act MD	CXXC DNA block	KCNH2 3.1 inh
O=C(Cc1csc(NC(=O)Nc2cccc(Cl)c2)n1)NC1CCCC1	nt	nt	-9%	12	-6%	14	nt	14%	nt	12
NC(=O)c1c(NC(=O)C(=O)N2CCOCC2)sc2c1CCCC2	2%	-1	1%	2	-1%	0	6%	0%	8%	-8
Cc1ccc(N(CC(=O)N2CCc3ccccc32)C2=NC(=O)CS2)cc1	2%	7	15%	11	1%	-2	0%	26%	-5%	0
COc1cc(C)ccc1OCCOCCOc1ccccc1[N+](=O)[O-]	1%	0	6%	0	-1%	-13	nt	-7%	-1%	-4
Cc1ccc(C(C(=O)NCc2ccco2)N(CCc2ccccc2)C(=O)Cn2nnc3ccccc32)o1 (configuration not stated)	9%	-4	1%	1	-8%	8	0%	-31%	6%	-7
O=C(O)Cc1c(O)ccc2ccccc12	3%	-1	9%	2	130%[activator]	4	-2%	-17%	-1%	12
COC(=O)c1nn(-c2ccccc2)c(Sc2ccc(OC)cc2)c1/C=N/O	2%	4	6%	2	-3%	3	-6%	8%	-3%	5
CCN(C(=O)[C@@H]1CCCN1C(=O)c1cccs1)c1nc2cc(Cl)ccc2s1	-4%	-1	5%	-1	-15%	2	14%	-14%	-6%	-31
CCn1cnc2scc(-c3ccccc3)c2c1=O	-3%	-1	0%	0	1%	-23	4%	-13%	14%	4
CCOc1ccccc1CNC(=O)CCn1ccc2cc(S(=O)(=O)N3CCCCC3)ccc21	-4%	-1	-5%	2	2%	-3	6%	-8%	6%	-3
CCCNC(=O)C1CCN(S(=O)(=O)c2ccc(Br)cc2)CC1	-1%	3	17%	-4	2%	1	-9%	16%[7.66 µM]	15%	23

The order is random (roughly 2% active in at least one column).
